Screens deposited in PubChem BioAssay by National Center for Advancing Translational Sciences (NCATS).
HP1b binding inh: HP1-beta chromodomain-methylated histone interaction inhibition. AlphaScreen HP1-beta / biotin-H3K9me3 peptide binding. Potency, µM (highest dose often 114 µM), for the others: top-dose activity change, negative = inhibition, actives largely listed as inhibitors. 0.56% of 390,000 active. AID 540317; note: nearly all actives have a fitted effect of over 70% in size; inactives centre near 23
Target sequence (P83916 whole entry, looked up): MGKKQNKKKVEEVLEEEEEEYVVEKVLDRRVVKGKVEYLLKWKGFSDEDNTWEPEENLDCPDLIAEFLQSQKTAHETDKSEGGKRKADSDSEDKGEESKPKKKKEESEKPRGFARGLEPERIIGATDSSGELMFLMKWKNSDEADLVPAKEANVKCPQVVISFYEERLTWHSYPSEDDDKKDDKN
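HP1-beta protein (50 nM final) preincubated 30 min at room temperature with biotinylated H3(1-18)K9me3 peptide (50 nM) in PBS pH 7.4, 0.01% Tween-20, then compound added for 30 min. AlphaScreen streptavidin donor/nickel chelate acceptor beads (10 ug/mL final), 30 min dark, luminescence read.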
RGS4 inh: blocks human RGS4-accelerated GTP hydrolysis; P49798; Transcreener GDP fluorescence polarization, RGS4-accelerated GTP hydrolysis; 0.039% of 390,000 active; Potency, µM (series often up to 114 µM), for the others: at the top dose activity change, negative = inhibition, hits mostly inhibitors; note: % is set by controls: 0 for no effect and ±100 for the full control effect; nearly all actives have a fitted effect of over 75% in size; some results filed as inactive show a strong effect at the top dose
Target sequence (P49798 whole entry, looked up): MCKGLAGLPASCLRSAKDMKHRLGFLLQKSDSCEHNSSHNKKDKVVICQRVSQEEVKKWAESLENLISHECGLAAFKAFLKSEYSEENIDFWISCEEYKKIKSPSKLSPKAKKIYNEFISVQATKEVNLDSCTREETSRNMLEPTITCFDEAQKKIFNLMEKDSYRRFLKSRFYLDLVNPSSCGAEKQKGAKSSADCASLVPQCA
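MLSMR compounds (23 nl, pin-transferred) preincubated 10 min at room temperature with a 500nM (2x) first reagent, then RGS4 at 900nM (2x) plus Transcreener GDP mix added; fluorescence polarization (620/688 nm) read before and after 90 min at 30 °C.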
rTrxR1 inhibitor: rat TrxR1 inhibition; O89049; recombinant rTrxR1, NADPH fluorescence consumption, selenite substrate; Potency, µM (highest dose often 114 µM), for the others: at the highest dose activity change, negative = inhibition, hits mostly inhibitors; 1% of 390,000 active; AID 588453; note: % is set by controls: 0 for no effect and ±100 for the full control effect; nearly all actives have a fitted effect of over 65% in size
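Rat TrxR1 (90 nM in the dispensed reagent) was pre-reduced with 400 uM NADPH for 5 min at room temperature, then incubated with compound for 15 min. After 400 uM selenite was added, NADPH fluorescence (Ex 340/Em 450 nm) was followed for 8 min.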
12-LOX inh: blocks human arachidonate 12S-lipoxygenase; P18054; purified 12hLO, xylenol orange hydroperoxide absorbance; Potency, µM (highest dose often 108 µM), for inactives: at the top dose activity change, negative = inhibition, actives largely listed as inhibitors; 1.1% of 580,000 active; note: % is set by controls: 0 for no effect and ±100 for the full control effect
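Hydroperoxide product was detected by ferrous iron/xylenol orange as the 573 to 405 nm absorbance ratio. Arachidonic acid at 40 uM (final) was turned over for 30 min at room temperature by 150 nM human 12hLO, pH 7.0 Hepes buffer, after 15 min compound preincubation.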
GLS inhibitor: glutaminase GLS (human) inhibition | O94925 | GLS enzymatic activity, qHTS titration | Potency, µM (series often up to 45.5 µM), for inactives: top-dose activity change, negative = inhibition, actives largely listed as inhibitors | 0.21% of 410,000 active | AID 624170; note: % is set by controls: 0 for no effect and ±100 for the full control effect
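Two-point fluorescence kinetic (t0, 30 min RT) for hKGA; glutamate detected via glutamate oxidase–HRP–Amplex Red. Substrate: 1 mM L-glutamine solution; buffer 45 mM KH2PO4, pH 8.2.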
ERG Ets-DNA blk: blocks human ERG Ets domain binding to DNA; P11308; fluorescence polarization, His-ERG Ets domain / labelled DNA; Potency, µM (highest dose often 76.9 µM), for the others: at the highest dose FP activity, negative = inhibition, most hits filed as inhibitors; 0.028% of 370,000 active; active = well fitted inhibition curve with a large enough effect in the polarisation, with a control signal flat; inconclusive = small, poorly fitted or top-dose-only effect, or effect the other way, or a change in a side signal; inactive = no such curve, though single readings can be large or run the other way; the % refers to the polarisation;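 note: polarization taken with two DNA probes labelled with fluorescein and Texas red; % of control where 0% means no effect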
Target sequence (P11308 whole entry, looked up, the tested form may be a part): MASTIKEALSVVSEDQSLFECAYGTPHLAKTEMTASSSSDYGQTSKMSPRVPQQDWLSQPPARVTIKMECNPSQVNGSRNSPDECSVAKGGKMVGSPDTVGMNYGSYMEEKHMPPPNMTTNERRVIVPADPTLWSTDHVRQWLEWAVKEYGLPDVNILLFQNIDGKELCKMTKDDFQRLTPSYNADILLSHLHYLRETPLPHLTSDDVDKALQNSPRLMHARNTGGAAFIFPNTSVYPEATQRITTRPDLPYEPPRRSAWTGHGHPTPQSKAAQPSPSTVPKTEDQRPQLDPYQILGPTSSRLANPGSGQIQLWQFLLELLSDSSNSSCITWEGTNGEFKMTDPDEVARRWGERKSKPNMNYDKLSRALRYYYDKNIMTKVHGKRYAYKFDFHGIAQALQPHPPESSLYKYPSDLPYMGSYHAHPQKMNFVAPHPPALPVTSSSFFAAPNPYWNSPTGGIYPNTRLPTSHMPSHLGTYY
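His-tagged ERG Ets domain (1 uM in the protein solution; 300mM KCl, 50mM Tris-HCl, 1mM EDTA, 1mM DTT, pH 7.5) received compound, then a probe mix of 5 nM fluorescein-DNA and 100nM Texas-615-DNA. Fluorescence polarization was read for both dyes.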
PGK inhibitor: blocks T. brucei phosphoglycerate kinase; 0.043% of 380,000 active; Potency, µM (top dose mostly 57.5 µM), for the others: top-dose activity change, negative = inhibition, most hits filed as inhibitors; PGK/GAPDH coupled, Kinase-Glo luminescence, 60 min; note: % is set by controls: 0 for no effect and ±100 for the full control effect; nearly all actives have a fitted effect of over 60% in size
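Recombinant glycosomal PGK reaction used 1,3-bisphosphoglycerate generated in-well by GAPDH (100nM final) in 100mM TEA pH 7.6, 5mM MgCl2, 0.01% Tween-20. After 60 minutes at room temperature, ATP was read by Kinase-Glo Plus luminescence end-point.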
JMJD2A Tudor inh: inhibitors of human JMJD2A Tudor domain | O75164 | Potency, µM (top dose mostly 114 µM), inactives show top-dose activity change, negative = inhibition, usual class: inhibitors | AID 504339 | 4.4% of 390,000 active | AlphaScreen JMJD2A-Tudor / H3K4me3 peptide binding; note: % is set by controls: 0 for no effect and ±100 for the full control effect; nearly all actives have a fitted effect of over 50% in size
Pin1 inhibitor: human Pin1 inhibition; Q13526; Pin1 FP peptide displacement, HiFluor488, 10 min; Potency, µM (highest dose often 115 µM), without a hit: top-dose activity, negative = inhibition, usual class: inhibitors; 0.009% of 390,000 active; AID 504891; active = well fitted inhibition curve with a large enough effect in the polarisation, with a control signal flat, not every such curve was filed as active; inconclusive = small, poorly fitted or top-dose-only effect, or effect the other way, or a change in a side signal; inactive = no such curve, though single readings can be large or run the other way; the % refers to the polarisation; note: % is set by controls: 0 for no effect and ±100 for the full control effect
Target sequence (Q13526 whole entry, looked up): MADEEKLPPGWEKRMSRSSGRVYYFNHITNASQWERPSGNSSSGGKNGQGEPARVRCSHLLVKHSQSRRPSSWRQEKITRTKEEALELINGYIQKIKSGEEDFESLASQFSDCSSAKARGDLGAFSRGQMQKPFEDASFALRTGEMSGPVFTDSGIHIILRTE
The depositor's hits bear a star; i = inactive; ? = inconclusive; · = no result given; [ ] = dose if it differs, or a comment. Unless noted, calls come from the whole dose curve; as a rule, active = well fitted curve in the direction sought with a large enough effect; inconclusive = small, poorly fitted or top-dose-only effect, or another doubt; inactive = no such curve, though single readings can be large; an effect the other way counts as inactive or inconclusive. Potency is the fitted concentration of half-maximal effect. These rows are one share of the data. The share of hits here may be higher or lower than overall.

JMJD2A Tudor inh	GLS inhibitor	12-LOX inh	RGS4 inh	rTrxR1 inhibitor	Pin1 inhibitor	HP1b binding inh	PGK inhibitor	ERG Ets-DNA blk	SMILES
-15%	-5%	0%	-12%	15%[57.1 µM]	-22%	41%[activator]	2%	4%	OCc1cc(-c2ccc(Cl)c(Cl)c2)on1
-15%	7%	6%	8%	3%[57.1 µM]	-4%	20%	1%	15%	Cc1c(C(=O)NCc2ccccc2CN2CCCC2)oc2ccccc12
?	-10%	·	13%	-1%	199%[activator]	?	?	149%[activator]	CN1C(=CC=C2C=C(I)C(=O)C(I)=C2)C(C)(C)c2ccccc21
-5%	0%	0%	9%	25%	20%	29%	-3%	-6%	CC(=O)N1N=C2c3ccccc3CCC2C1c1ccc(F)cc1 (configuration not stated)
-3%	0%	12%	8%	9%	-2%	19%	-2%	-1%	O=C(OCC(=O)N1CCOCC1)c1ccccc1O
-9%	2%	0%	6%	-10%	-3%	5%	-3%	6%	CCOC(=O)Cn1nc(C)cc1NC(=O)c1ccncc1
134%[activator]	?	-4%	-19%	-10%[57.1 µM]	?	330%[activator]	-7%	3%	Cc1cccc2cc(C#N)c(N3CCCC3)nc12
-30%	-6%	12%	2%	-18%	12%	10%	-7%	3%	CSc1nc(SCC(=O)NCc2ccco2)c2c3c(sc2n1)CN(C)CC3
-7%	-6%	-5%	-10%	15%	10%	107%[activator]	·	1%	O=C(NCc1cccc(C(F)(F)F)c1)c1cc(Cl)ccc1Cl
2%	2%	2%	-2%	3%	2%	10%	-4%	6%	Cc1cn2c(=O)cc(COc3ccc(NC(=O)c4cccc(F)c4)cc3)nc2s1
6.3µM*	-9%	?	-12%	-15%	-4%	-9%	-9%	-10%	Cc1cccc(C)c1OCCCCN1CCNCC1
-17%	-6%	-9%	-9%	8%	0%	34%[activator]	9%	-2%	COc1ccccc1C(=O)NCCC(=O)NCC1CCCO1 (configuration not stated)
-29%	4%	-13%	-2%	2%	0%	17%	5%	-2%	COc1ccccc1N1CCN(C(=O)CN2C(=O)COc3ccc(S(=O)(=O)N4CCC(C)CC4)cc32)CC1
-12%[11.4 µM]	3%	0%	31%[11.4 µM]	1.1µM*	-3%	33%	-10%	11%	CN(C)CCC(=O)c1ccc(F)cc1
-4%	0%	3%	?	17%[57.1 µM]	0%	39%	-9%	1%	O=C(Nc1cccc(C(F)(F)F)c1)N(Cc1ccc(Cl)cc1)CC(O)C(F)(F)F (configuration not stated)
-13%	-4%	-25%	7%	-8%	-4%	19%	-6%	2%	O=C(c1cccnc1)N1CCN(S(=O)(=O)c2ccc(Cl)cc2)CC1
9%	-2%	-18%	10%	-13%	-2%	50%[activator]	3%	-3%	COc1ccc(CCNC(=O)COC(=O)c2ccc(Br)o2)cc1
167%[activator]	3%	-16%	-40%	8%	-4%	302%[activator]	i	1%	O=C(O)c1ccccc1OCc1nc2ccccc2s1
-16%	8%	-28%	-14%	-4%	3%	21%	-12%	-16%	COc1ccc(Cl)cc1NC(=S)NCCN1CCOCC1
14µM*	?	?	?	8%[57.1 µM]	6%	?	-4%	4%	CC1=NN(c2nc(-c3ccc(C)cc3)cs2)C(=O)C1N=Nc1cccc(O)c1 (configuration not stated)
9%	1%	-4%	-7%	-10%	1%	55%[activator]	-6%	6%	COCCCNC(=S)Nc1ccc(OC(F)F)cc1C
-5%	6%	15%	15%	33%	-1%	14%	-8%	?	Cc1cc(C)nc(NC(=O)c2ccc(Cl)cc2Cl)n1
-3%	16%	·	23%	9%	-8%	27%	-4%	-1%	Cc1ccc(CCNC(=O)c2cccc(N3CCCC3=O)c2)cc1
-5%	2%	104%[activator]	6%	10%[57.1 µM]	-1%	19%	-10%	-2%	CCC(=O)Nc1ccc(C(=O)NNC(=O)c2ccc(Cl)cc2)cc1
-3%	-8%	?	11%	0%[57.1 µM]	46%[activator]	26%	1%	2%	O=C(CSc1nc2ccccc2n1Cc1ccccc1Cl)NCc1ccccc1

New compounds follow:
JMJD2A Tudor inh	GLS inhibitor	12-LOX inh	RGS4 inh	rTrxR1 inhibitor	Pin1 inhibitor	HP1b binding inh	PGK inhibitor	ERG Ets-DNA blk	SMILES
-18%	-5%	2%	13%	6%[57.1 µM]	-2%	69%[activator]	-5%	10%	CCOC(=O)CSc1[nH]c(=O)cc(C)c1C#N
-1%	-3%	3%	-10%	-21%	37%[activator]	25%	i	-8%	COc1cc(NC(=O)COc2ccc(Cl)cc2)ccc1-c1cc2ccccc2oc1=O
?	?	?	25%	11%[57.1 µM]	?	-12%	-5%	3%	O=c1cc(-c2ccc(O)c(-c3c(O)cc(O)c4c(=O)cc(-c5ccc(O)cc5)oc34)c2)oc2cc(O)cc(O)c12
-11%	2%	-9%	11%	-9%	-9%	46%[activator]	-5%	-7%	Cc1cc(Nc2ccc(Cl)cc2)n2ncnc2n1
-8%	?	235%[activator]	-9%	11%	-7%	18%	-7%	-7%	Cn1c(CNC(=O)c2ccc(Cl)cc2)nnc1SCC(=O)N1CCOCC1
-11%	2%	?	7%	-11%[57.1 µM]	2%	15%	8%	3%	COC(=O)Cc1ccc(NC(=S)NCc2ccccc2)cc1
-11%	17%	-26%	0%	49%	0%	13%	-5%	1%	COc1ccc(/C=C/c2nnc(NC(=O)C(C)(C)C)s2)cc1
-11%	1%	9%	-32%	-33%	?	14%	0%	-4%	O=C(CC1C(=O)NCCN1Cc1cccc(C(F)(F)F)c1)NCCc1cnccn1 (configuration not stated)
-8%	-3%	489%[activator]	12%	29%[57.1 µM]	8%	12%	3%	-12%	Cc1cccc(OCc2nnc(SCC(=O)O)n2Cc2ccccc2)c1
56µM*	2%	12%	-21%	4%[57.1 µM]	1%	?	?	-5%	CCCC[N+](C)(C)CCC(=O)NC(C)(C)CS(=O)(=O)[O-]
-4%	0%	13%	7%	-2%	-3%	26%	-5%	20%	O=C(Nc1c2c(nn1-c1ccccc1)CS(=O)(=O)C2)C1CCCC1
-3%	-4%	-2%	2%	32%	0%	44%[activator]	-1%	0%	Cc1nnsc1Sc1ccccn1
-34%	-4%	?	-4%	-4%[57.1 µM]	0%	27%	-9%	-6%	Cc1cc(C(=O)OCC(=O)N2C(C)CCCC2C)c(C)o1 (configuration not stated)
?	?	?	10%	0%	?	-7%	-15%	5%	Cc1ccc(N2NC(=O)/C(=C/c3ccc(-c4ccc(Cl)c(C(=O)O)c4)o3)C2=O)cc1
-13%	16%	-28%	0%	-1%	2%	17%	-2%	1%	O=C(COc1ccccc1)OCC(=O)c1ccc(O)cc1O
-31%	-2%	-4%	21%	-3%	-2%	27%	-9%	1%	CCSc1nc(-c2ccc(Cl)cc2)nc2c1Cc1c(CO)cnc(C)c1O2
-17%	-7%	-22%	-14%	?	30%[activator]	23%	-8%	14%	O=C(NCc1cccc(Cl)c1)c1cnn2c1NC(c1ccco1)CC2C(F)(F)F (configuration not stated)
-12%	-4%	-5%	?	-4%	?	73%[activator]	-3%	0%	Cc1ccc(C(=O)Nc2cccc(-c3ccc(N4CCOCC4)nn3)c2)cc1[N+](=O)[O-]
-2%	-6%	-10%	-11%	20%	0%	73%[activator]	-2%	11%	CSc1ncc(Cl)c(C(=O)Nc2cccc3ccccc23)n1
-10%	-7%	0%	26%	0%	-4%	31%	-7%	7%	COC(=O)c1ccc(NC(=O)CSc2n[nH]c(CC(C)C)n2)cc1
-31%	20%	-11%	4%	5%	1%	1%	i	0%	COc1ccc(CN2CCN(c3ccc(F)cc3)CC2)c(OC)c1OC
?	11%	?	-6%	27%	?	?	i	7%	Cc1ccc2c(c1)Sc1c(ccc3ccccc13)N2
-18%	1%	-14%	-2%	12%	-4%	26%	-9%	0%	COc1ccc(Cl)cc1NC(=O)CSC1=NN2CCCC(=O)N=C2S1
-22%	0%	-4%	4%	2%[57.1 µM]	4%	23%[57 µM]	i	1%	CCOc1ccccc1CNC(=O)C1CCN(S(=O)(=O)c2c(C)noc2/C=C/c2ccc(C)cc2)CC1
-22%	0%	-16%	-1%	-7%[57.1 µM]	0%	21%	i	13%	OCC[C@H]1C[C@H](O)[C@@H](O)[C@@]2(CCCO2)O1
18%[11.4 µM]	0%	0%	-15%[11.4 µM]	-12%	2%	-4%	i	-7%	CCOC(=O)c1nnn(-c2nonc2N)c1CSc1ccc(C)cc1
-24%	-3%	1%	24%[11.4 µM]	22%	2%	43%[activator]	-8%	4%	CCCn1cnnc1CNC(=O)C1CCC(=O)N(CCc2ccc(OC)cc2)C1 (configuration not stated)
-11%	0%	7%	18%	-8%[57.1 µM]	?	24%	2%	2%	COC(=O)C1=C(C)NC(=O)C1(Nc1ccc(Cl)cn1)C(F)(F)F (configuration not stated)

Some of the entries above, set out differently.
Values run as follows: JMJD2A Tudor inh	GLS inhibitor	12-LOX inh	RGS4 inh	rTrxR1 inhibitor	Pin1 inhibitor	HP1b binding inh	PGK inhibitor	ERG Ets-DNA blk
- O=C(NCc1cccc(Cl)c1)c1cnn2c1NC(c1ccco1)CC2C(F)(F)F (configuration not stated)
→ -17%	-7%	-22%	-14%	?	30%[activator]	23%	-8%	14%
- Cc1ccc(C(=O)Nc2cccc(-c3ccc(N4CCOCC4)nn3)c2)cc1[N+](=O)[O-]
→ -12%	-4%	-5%	?	-4%	?	73%[activator]	-3%	0%
- CSc1ncc(Cl)c(C(=O)Nc2cccc3ccccc23)n1
→ -2%	-6%	-10%	-11%	20%	0%	73%[activator]	-2%	11%
